GPR35 arrestin U2OS: GPR35 antagonists blocking zaprinast-driven arrestin recruitment, primary screen, imaging, U2OS, beta-arrestin-GFP, zaprinast agonist (AID 2058); actives 0.052% (n = 290,000); U2OS GPR35 beta-arrestin-GFP translocation imaging, zaprinast antagonism; higher % means a stronger effect; inhibition, % at 10 µM, or IC50 in µM where a hit was titrated;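 active = inhibition of at least 50% with at least 30 cells and total cytoplasm GFP at most 10,000,000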
KOR beta-arrestin-1: kappa opioid receptor blockers – cell-based, luminescence, uHTS (AID 1778); KOR beta-arrestin recruitment, luminescence, antagonist mode; higher % means a stronger effect; inhibition, % at 10 µM; hits with a dose series show IC50 in µM; actives 0.091% (n = 290,000); in the data active = inhibition above about 50%; also: strong numbers were not always called active
NTR1 agonist: NTR1-driven beta-arrestin-GFP spot formation – imaging, U2OS cells, high content, primary screen (AID 493036); agonist mode; P30989; actives 0.17% (n = 330,000); activation, % at 20 µM;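 active = activation at or above 40% of the spot to cytoplasm intensity ratio, with at least 20 cells analyzed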;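 also: 0% = DMSO without peptide and 100% = 100 nM NTR1 peptide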
Target sequence (P30989 whole entry, looked up): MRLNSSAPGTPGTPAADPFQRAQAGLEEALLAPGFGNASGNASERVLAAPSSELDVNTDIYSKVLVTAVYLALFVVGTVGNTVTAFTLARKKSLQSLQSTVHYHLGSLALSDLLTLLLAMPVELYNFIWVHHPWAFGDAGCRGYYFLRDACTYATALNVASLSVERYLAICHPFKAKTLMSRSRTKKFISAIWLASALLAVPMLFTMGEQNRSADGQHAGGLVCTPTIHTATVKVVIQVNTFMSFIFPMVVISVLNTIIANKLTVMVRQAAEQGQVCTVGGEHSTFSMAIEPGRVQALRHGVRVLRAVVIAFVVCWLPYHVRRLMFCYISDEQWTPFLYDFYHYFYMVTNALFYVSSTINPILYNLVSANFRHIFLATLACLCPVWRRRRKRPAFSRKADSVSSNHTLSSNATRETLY
K1F lysis inhibition: protection from phage-mediated lysis, alamar blue read-out – E. coli UTI89, K1F phage, bacterial capsule biogenesis inhibitors (AID 488966) | inhibition, % at 100 µM, or IC50 in µM where a hit was titrated | E. coli UTI89 K1F phage lysis, alamar blue, 2 h; higher % means a stronger effect | actives 0.02% (n = 340,000);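 active = phage lysis inhibition, versus mean bacterial control, above a set limit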;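 also: capsule biogenesis inhibitors block K1F phage lysis so surviving cells raise fluorescence; higher fluorescence means more inhibition of phage lysis; actives were called in the ten point dose series up to 300 µM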
KOR beta-arrestin-2: KOR agonists, beta-arrestin recruitment, primary screen, cell-based, luminescence, uHTS (AID 1777). actives 0.02% (n = 280,000). KOR beta-arrestin recruitment, luminescence; higher % means a stronger effect. one-dose activation, % at 10 µM; EC50 in µM for titrated hits; in the data active = activation above about 50%, passing the limit was not always enough; also: a part of the inactive calls stands beside numbers as strong as those of hits
GPR55 beta-arrestin: selective activators of receptor GPR55 – imaging, U2OS cells, beta-arrestin-GFP redistribution, primary screen (AID 1961) | U2OS GPR55 beta-arrestin-GFP redistribution imaging; higher % means a stronger effect | one-dose activation, % at 10 µM; EC50 in µM for titrated hits | actives 0.048% (n = 290,000);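 active = activation above 40% with more than 50 cells counted in the well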;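 also: U2OS osteosarcoma cells stably expressing GPR55 and beta-arrestin-GFP; plate controls were DMSO negative control for no effect and LPI positive control for full effect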
NOD1 inhibition: inhibition of NOD1-driven NF-kB reporter – cell-based, luminescence, uHTS, primary screen (AID 1578) | actives 1% (n = 290,000) | inhibition, % at 4 µM, or EC50 in µM where a hit was titrated | NOD1-driven NF-kB luciferase reporter cells, luminescence; higher % means a stronger effect; in the data active = inhibition mostly above about 36%, no sharp cut-off; inactive = mostly below about 34%;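 also: HEK-293T reporter cells stimulated with the NOD1 agonist gamma-tri-DAP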
MgcRacGAP inhibition: MgcRacGAP GTPase-activating activity inhibitors, confirmation, biochemical, ADP Hunter fluorescence. AID 624330. one-dose inhibition, % at 30 µM; IC50 in µM for titrated hits. actives 0.6% (n = 340,000). MgcRacGAP-stimulated Rac1 GTP hydrolysis, ADP Hunter fluorescence; higher % means a stronger effect; GST-tagged Rac1 F28L mutant substrate;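 active = first-screen hits whose inhibition reached a set limit at any dose in the follow-up dose series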;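 also: fluorescence reports GDP produced by GAP-driven GTP hydrolysis; strong numbers were not always called active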
GPR55 antagonists: GPR55 antagonists blocking LPI-driven arrestin recruitment, primary screen, imaging, U2OS, beta-arrestin-GFP, LPI agonist (AID 2013) | actives 0.13% (n = 290,000) | inhibition, % at 10 µM; hits with a dose series show IC50 in µM | U2OS GPR55 beta-arrestin-GFP translocation imaging, LPI antagonism; higher % means a stronger effect;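 active = spots per cell inhibited over 60%, with over 100 cells counted and total cytoplasm intensity under 500,000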;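 also: U2OS cells stably carrying GPR55 and arrestin-GFP stimulated by 5 µM LPI near EC80; imaged beta-arrestin-GFP aggregate spots per cell after agonist stimulation; plate controls were LPI-stimulated DMSO wells for no effect and DMSO wells without LPI for full effect; some results filed as inactive read as strong as hits; confirmed hits need IC50 under 10 µM and bright autofluorescent wells are also inconclusive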
NTR1 agonist cell count 20 µM: second read-out of NTR1 agonist, no call of its own (marks repeat the call); cell count; measured here: cell count, cytotoxicity flag
Numbers without * were called inactive; x = not tested or not shown; [ ] = dose if it differs, or a comment. A portion of the library. The share of hits here may be higher or lower than overall.

SMILES	GPR35 arrestin U2OS	KOR beta-arrestin-1	NTR1 agonist	NTR1 agonist cell count 20 µM	K1F lysis inhibition	KOR beta-arrestin-2	GPR55 beta-arrestin	NOD1 inhibition	MgcRacGAP inhibition	GPR55 antagonists
O=C(OCC1OC2OC3(CCCCC3)OC2C2OC3(CCCCC3)OC12)c1ccccc1 (stereo not drawn)	9%	16%	1.9	48	-2.2%	6.9%	0.5%	-11%	-1%	11%
CCCS(=O)(=O)N1CCC(C(=O)N2CCOCC2)CC1	4%	19%	3.9	46	5.2%	0.7%	-0.1%	-7%	3%	5%
COc1cccc(CNC(=O)CCNC(=O)N2CCn3c2nc2ccccc23)c1	-7%	x	2.5	57	0.1%	x	-0.2%	-4%	11%	3%
COc1ccc([N+](=O)[O-])c(S(=O)(=O)c2ccc(Cl)cc2)n1	1%	10%	14	42	-2.3%	-2.9%	32%	79%*	-10%	-4%
COc1ccccc1NC(=O)C1CCCN(S(=O)(=O)c2cnc[nH]2)C1 (stereo not drawn)	2%	-10%	3.7	59	0.6%	-1.5%	-0.1%	-12%	4%	-12%
Cc1cc(NC(=O)CCC(=O)N(CC(=O)NC2CCCC2)c2ccccc2)no1	8%	-8%	3.8	48	4.4%	-2.6%	0.6%	-32%	3%	4%
CC(C(=O)N1CCN(C2c3ccccc3-c3ccccc32)CC1)N1C(=O)c2ccccc2C1=O (stereo not drawn)	-2%	-23%	2.4	46	-0.3%[50 µM]	5.9%	-0.3%	27%	-10%	-10%
CCCCNC(=O)Nc1cc(C(F)(F)F)c[nH]c1=O	6%	-33%	-1.2	80	0.8%	x	-0.1%	12%	4%	10%
Cc1ccc2c(c1)N(C(=O)CCC(=O)NCCCN1CCN(C)CC1)CCO2	1%	-1%[20 µM]	-0.2	69	4.3%	-6.6%	0.4%	4%	5%	0%
CCCCNC(=S)Nc1ccc(-c2nc3ccc(C)cc3s2)cc1	-9%	22%	1.2	63	2.0%	0.2%	0.3%	-33%	-1%	-2%
COc1ccccc1NC(=O)c1ccc(-c2ccccc2[N+](=O)[O-])o1	8%	32%	4.7	37	1.3%	1.5%	0.1%	7%	8%	7%
C#Cc1cccc(C(=O)N2CCCC(Nc3cccc(F)c3)C2)c1 (stereo not drawn)	-5%	-13%	1.5	62	-0.1%	5.5%	-0.1%	-16%	6%	-11%
Cc1ccc(NC(=O)c2sc(C)nc2C)c(C)c1	2%	-36%	0.1	85	1.1%	3.5%	0.0%	-1%	-1%	-14%
Cn1nnnc1SCC(=O)NCc1ccccc1	-17%	-40%	-0.2	70	0.3%	-2.3%	0.4%	-23%	7%	9%
O=C(NC(=S)Nc1ccccc1)C1CCCCC1	7%	-19%	3.4	37	1.4%[50 µM]	6.1%	-0.2%	-30%	5%	-3%
CCC(=O)N1N=C(c2ccc(C)cc2)CC1c1ccco1 (stereo not drawn)	-2%	11%	3.4	39	1.0%	4.3%	-0.1%	-12%	5%	5%
CC(=O)c1ccc(OC(=O)N2CCOCC2)cc1	0%	-24%[20 µM]	0.6	62	0.2%	x	-0.1%	-16%	-1%	-3%
COc1ccc(-c2cc(C)no2)cc1S(=O)(=O)N(C)c1ccc(C)c(C)c1	4%	-41%	2.8	58	2.4%	-1.7%	0.1%	-6%	8%	3%
COc1ccc([N+](=O)[O-])cc1N(CC(=O)N(C)C)S(C)(=O)=O	0%	2%	0.3	59	0.9%	-3.2%	0.5%	-14%	-1%	2%
COc1cccc(/C=C2/NC(=O)NC2=O)c1OCC(=O)Nc1ccccc1	-1%	-6%	2.6	56	0.4%	-5.0%	0.1%	-4%	-3%	18%
COc1ccc(CN(C)C(=S)Nc2ccc(OC(F)F)cc2)cc1	-2%	-9%	1.4	41	-1.3%	4.0%	0.6%	3%	6%	-9%
CCOc1cccc(/C(O)=C2/C(=O)C(=O)N(CCOC)C2c2ccc(C)o2)c1 (stereo not drawn)	-6%	-11%	-3.7	91	5.0%	-0.6%	-0.1%	9%	4%	19%
Cc1ccccc1NC(=O)c1c(-c2ccccc2)noc1C	-2%	-20%	2.3	58	-0.5%	-5.6%	-0.1%	-8%	11%	16%
c1ccc(CNc2nc3ccccc3n3cnnc23)nc1	-9%	2%	-2.9	65	-0.7%	-3.3%	0.2%	-14%	0%	-11%

Copied from the list:
Cc1ccccc1NC(=O)c1c(-c2ccccc2)noc1C | NTR1 agonist cell count 20 µM = 58
COc1ccc([N+](=O)[O-])cc1N(CC(=O)N(C)C)S(C)(=O)=O | KOR beta-arrestin-1 = 2%

The list goes on:
SMILES	GPR35 arrestin U2OS	KOR beta-arrestin-1	NTR1 agonist	NTR1 agonist cell count 20 µM	K1F lysis inhibition	KOR beta-arrestin-2	GPR55 beta-arrestin	NOD1 inhibition	MgcRacGAP inhibition	GPR55 antagonists
COc1ccc(/C=N/N2CCN(c3ccc(Cl)cc3)CC2)cc1	-2%	14%[20 µM]	0.4	47	3.8%	-1.7%	-0.2%	-23%	12%	-14%
CCOc1ccc(/C=C(/NC(=O)c2ccc(Cl)cc2)C(=O)O)cc1OCC	3%	15%	-0.1	43	0.1%	2.3%	-0.1%	-4%	0%	1%
CCOc1cc(C)nc(N2CCCC(C(=O)NCc3ccccc3F)C2)n1 (stereo not drawn)	7%	-11%	0.7	36	1.3%	-1.8%	0.2%	-26%	-3%	-4%
Cc1ccc(OCC(=O)NC(=S)Nc2cccc(NC(=O)c3ccccc3)c2)cc1	-4%	-17%	9.5	85	0.2%	9.7%	0.6%	-36%	9%	8%
COc1ccc(C(CNC(=O)Cn2[nH]c(=O)c3ccccc3c2=O)N2CCCC2)cc1 (stereo not drawn)	-18%	-26%	-1.5	90	-0.1%	-0.6%	0.0%	-10%	6%	-2%
CN1CCN(C(=O)c2cc(=O)c3cc(Cl)ccc3o2)CC1	0%	1%	-0.5	67	-0.1%	-3.4%	0.0%	-1%	6%	-5%
CNC(=O)c1ccsc1NC(=O)CCS(=O)(=O)c1ccccc1	-11%	-25%	0.8	48	0.5%	-0.2%	-0.6%	-32%	8%	1%
O=C(Cc1ccccc1)N1CCN(C(=O)c2cccs2)CC1	-2%	13%	-1.5	47	0.1%	-0.9%	-0.3%	6%	10%	2%
CCOC(=O)C(C)(C)N(Cc1cccc(C)c1)S(=O)(=O)c1ccc(Cl)c([N+](=O)[O-])c1	0%	-12%	17	68	-0.7%	3.6%	-0.2%	16%	6%	74%*
O=c1c2ccccc2nc(/C=C/c2ccc(O)cc2)n1CCc1ccccc1	25%	-37%	38	63	0.5%[50 µM]	7.2%	0.1%	17%	5%	8%
Cc1cc(C)n2nc(C(=O)NCc3ccco3)cc2n1	6%	-4%	0.9	67	0.1%	-8.5%	-0.2%	-18%	7%	14%
CCCc1nc2cc(CC(=O)OC)ccc2o1	-10%	-57%	1.1	82	0.4%	3.4%	0.0%	-6%	-2%	1%
O=c1ccn(Cc2ccccc2)c(=O)n1Cc1ccccc1	3%	24%	-1.9	85	-2.1%	-3.5%	-0.2%	-13%	-1%	0%
COc1ccc(CN2CCn3ncc(C(=O)Nc4cc(C)cc(C)c4)c3C2=O)cc1	-6%	-27%	5.7	72	1.0%	3.1%	-0.1%	34%	5%	4%
O=C(Cc1ccc([N+](=O)[O-])cc1)OCc1ccc([N+](=O)[O-])cc1	4%	-14%	-0.5	54	0.3%	4.8%	0.3%	-35%	7%	-3%
O=C(NCC1c2ccccc2CCN1C(=O)CN1C(=O)c2ccccc2C1=O)C1CCCCC1 (stereo not drawn)	-7%	-46%	0.4	61	-0.2%	0.8%	0.3%	-5%	10%	0%
O=C(Nc1cccc(C(=O)N2CCN(c3ccccc3)CC2)c1)c1ccco1	-4%	-5%	1.2	47	0.6%[50 µM]	2.1%	-0.1%	-9%	11%	-5%
Cc1nnsc1C(=O)NC1CCCc2c1cnn2-c1cc(F)cc(F)c1 (stereo not drawn)	2%	-8%	-0.1	45	0.0%	7.3%	0.0%	13%	9%	-23%
O=S(=O)(c1ccc(Cl)cc1)N1CCCc2ccccc21	0%	32%[20 µM]	2.0	55	1.7%	-7.0%	-0.1%	-9%	12%	6%
O=C(Cc1ccc(-n2c(=O)c3sccc3n(Cc3ccc(F)cc3)c2=O)cc1)NCc1ccco1	-13%	-14%	0.4	46	0.2%	0.5%	-0.2%	1%	-7%	8%
Cc1oc(C(=O)O)cc1CSCc1ccoc1C(=O)O	-15%	22%	-1.0	44	0.5%	-1.9%	-0.1%	4%	12%	4%
COc1cc2c(cc1NC(=O)Nc1ccc(C)cc1)oc1ccccc12	-5%	-53%	-2.9	87	0.7%	5.7%	0.3%	-21%	3%	18%
Cc1ccc(CNC(=O)C2CCN(C(=O)Nc3ccc(C)cc3)CC2)cc1	9%	-34%	-0.5	31	0.1%	0.4%	-0.1%	-7%	-2%	-3%
CCOC(=O)c1cccc(NC(=O)C2CCCN(c3nnc(N4CCCC4=O)s3)C2)c1 (stereo not drawn)	13%	-12%[20 µM]	2.3	93	4.0%	x	0.0%	4%	2%	-9%
COc1ccc(C)cc1NC(=O)NC1CCN(Cc2ccccc2)CC1	-5%	6%	0.3	78	3.5%	-1.0%	-0.1%	-44%	7%	11%
CC(NC(=O)CCc1nnc(C2(c3ccc(Cl)cc3)CCC2)o1)C1CC1 (stereo not drawn)	4%	-18%[20 µM]	-1.6	88	-0.1%	x	-0.1%	-45%	8%	-2%
O=C(NCCNc1ccc([N+](=O)[O-])cc1C(F)(F)F)c1ccccc1	-1%	-19%	5.2	76	1.8%[50 µM]	-4.4%	-0.3%	30%	9%	-12%
CC1CCCCC1NC(=O)CCCn1c(=S)[nH]c2ccccc2c1=O (stereo not drawn)	-12%	15%	3.6	60	0.1%	-2.0%	0.1%	14%	6%	6%
Cc1cc2c(c(=O)n1Cc1ccc3c(c1)OCO3)C(c1cccnc1)C(C#N)=C(N)O2 (stereo not drawn)	-2%	4%	3.6	69	0.7%	0.8%	0.2%	-35%	6%	6%
CC(NC(=O)COC(=O)c1cn(-c2ccccc2)nc1-c1cccs1)c1ccccc1 (stereo not drawn)	-13%	-34%	5.9	72	7.6%	0.3%	-0.1%	-20%	7%	0%
CCOC(=O)C1CCN(C(=O)C2CC(=O)N(c3ccc(C)cc3)C2)CC1 (stereo not drawn)	5%	14%	-0.7	39	0.2%	0.2%	0.2%	-10%	11%	15%
CC1(C)Cc2cccc(OCC(N)=O)c2O1	-4%	-4%	-0.5	57	0.5%	2.3%	-0.1%	-15%	6%	16%
